From PubChem
M1 ag = activates human CHRM1 receptor; activation, % at 3 µM; CHO-K1 hM1, Fluo-8 calcium fluorescence, agonist mode; 0% DMSO, 100% acetylcholine EC100; AID 588814; 0.33% of 360,000 active; P11229;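 active = activation above the run's mean compound activation plus 3 SD, cut at about 16% in these data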;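 also: peak over basal fluorescence ratio within a 140 s kinetic read after compound addition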
Target sequence (P11229 whole entry, looked up): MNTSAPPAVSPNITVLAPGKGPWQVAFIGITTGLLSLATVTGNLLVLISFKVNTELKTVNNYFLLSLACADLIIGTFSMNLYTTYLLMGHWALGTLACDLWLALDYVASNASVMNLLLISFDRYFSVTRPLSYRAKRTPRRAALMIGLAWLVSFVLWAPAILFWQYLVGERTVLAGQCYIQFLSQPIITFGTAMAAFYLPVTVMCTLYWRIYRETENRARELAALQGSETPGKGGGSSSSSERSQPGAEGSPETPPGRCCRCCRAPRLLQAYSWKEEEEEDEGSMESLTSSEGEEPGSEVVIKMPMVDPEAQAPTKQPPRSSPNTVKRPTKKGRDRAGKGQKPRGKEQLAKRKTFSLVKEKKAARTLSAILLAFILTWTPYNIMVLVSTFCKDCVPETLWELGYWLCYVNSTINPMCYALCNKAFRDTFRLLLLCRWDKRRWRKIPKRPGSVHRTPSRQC
CHO-K1 Ca ag = nonselective activator or artifact in parental CHO-K1 cells | AID 602248 | Fluo-8 calcium fluorescence; scaled to maximal ATP response, vehicle zero | 0.48% of 360,000 active | activation, % at 3 µM; in the data active = activation above about 15%;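 also: untransfected CHO-K1 host cells lacking M1 receptor as counterscreen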
TAAR1 antag = human TAAR1 antagonism | CHO RD-HGA16 TAAR1, Fluo-8 calcium fluorescence, antagonist | Q96RJ0 | 1.5% of 360,000 active | inhibition, % at 3 µM;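 active = inhibition above a per-plate cutoff, the mean inhibition of test compounds on that plate plus 3 SD, cut at about 49% in these data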;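 also: 0% = DMSO plus EC80 beta-PEA response and 100% = DMSO alone without agonist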
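Test system: hTAAR1-expressing CHO RD-HGA16 cells, Gα16-coupled; Probe or stimulus: EC80 β-phenethylamine stimulus; Compound dosing: single nominal final test compound concentration of 3 µM; Timing: 140 s kinetic read after compound, 140 s after agonist; Signal: Fluo-8 calcium-sensitive fluorescence; Measure: % inhibition of agonist calcium response; Controls: DMSO and EC80 PEA controls.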
CHO parental Ca = counter-screen: ATP calcium response change in parental CHO cells; 0.63% of 330,000 active; inhibition, % at 5.6 µM; parental CHO-K1, ATP-induced calcium, Fluo-8 fluorescence;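 active = inhibition above that plate's mean sample inhibition plus 3 SD, cut at about 26% in these data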;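 also: 0% = ATP-challenged DMSO wells and 100% = DMSO wells without ATP; some compounds past the cut are filed as inactive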
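Test system: untransfected parental CHO cell line; also added: ATP stimulus; dosing: 5.6 µM, single dose; signal: calcium-sensitive Fluo-8 fluorescence; measure: percent inhibition of ATP-evoked calcium rise, normalized to controls; benchmarks: low control ATP plus DMSO, high control DMSO only; replication: one well per compound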
M1 PAM parental = M1 PAM counterscreen hit in parental CHO-K1 cells. ATP EC20, Fluo-8 calcium fluorescence; 0% at ATP EC20, 100% at ATP max. 0.02% of 360,000 active. AID 602247. activation, % at 3 µM;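 active = activation above the run cutoff, the mean activation of all test compounds plus 3 SD, cut at about 40% in these data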;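 also: peak over basal fluorescence ratio in a 140 s read after ATP addition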
TAAR1 ag = human TAAR1 agonism. Q96RJ0. CHO RD-HGA16 TAAR1, Fluo-8 calcium fluorescence; vehicle wells 0%, saturating PEA agonist 100%. activation, % at 3 µM. 0.99% of 360,000 active. AID 624467;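 active = activation above the mean activation of all test compounds in the run plus 3 SD, cut at about 38% in these data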
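Test system: RD-HGA16 (CHO) cells co-expressing Gα16 and hTAAR1 | Doses: Single dose, 3 µM | Schedule: 17-24 h seeding, 75 min 37 °C dye, 30 min RT | Evaluation: % activation from peak over basal fluorescence ratio, DMSO-to-PEA scaled | Technique: Kinetic Fluo-8 calcium fluorescence | Benchmarks: Low control DMSO, high control PEA (EC100)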
CHO-K1 Ca antag = counter-screen for M1 antagonists: effect in parental CHO-K1 cells. inhibition, % at 3 µM. 0.6% of 360,000 active. ATP-induced calcium, Fluo-8 fluorescence;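 active = inhibition above a per-plate cutoff, the plate's mean sample inhibition plus 3 SD, cut at about 24% in these data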;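 also: 0% = DMSO plus EC80 ATP and 100% = DMSO alone without ATP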
V1aR counter = activates human V1a receptor in oxytocin agonist counter-screen | CHO-V1R cells, Fluo-8 calcium fluorescence, agonist mode; 0% DMSO, 100% 3 nM vasopressin | P37288 | activation, % at 3 µM | 0.25% of 320,000 active;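 active = activation above the mean activation of all tested compounds plus 3 SD, per screening run, cut at about 20% in these data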;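 also: signal is peak over basal fluorescence ratio across a 100 second FLIPR read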
OXTR potentiator = human OXTR potentiation; P30559; AID 2445; activation, % at 3 µM; CHO-OTR cells, Fluo-8 calcium fluorescence, potentiator mode; 0% = oxytocin EC15, 100% = EC100; 0.061% of 320,000 active;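 active = activation above that plate's cutoff, the mean activation of tested compounds plus 3 SD, cut at about 6.6% in these data, passing the limit was not always enough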;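 also: 100% uses oxytocin at 75 nM as the full agonist control; some results filed as inactive read as strong as hits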
Target sequence (P30559 whole entry, looked up): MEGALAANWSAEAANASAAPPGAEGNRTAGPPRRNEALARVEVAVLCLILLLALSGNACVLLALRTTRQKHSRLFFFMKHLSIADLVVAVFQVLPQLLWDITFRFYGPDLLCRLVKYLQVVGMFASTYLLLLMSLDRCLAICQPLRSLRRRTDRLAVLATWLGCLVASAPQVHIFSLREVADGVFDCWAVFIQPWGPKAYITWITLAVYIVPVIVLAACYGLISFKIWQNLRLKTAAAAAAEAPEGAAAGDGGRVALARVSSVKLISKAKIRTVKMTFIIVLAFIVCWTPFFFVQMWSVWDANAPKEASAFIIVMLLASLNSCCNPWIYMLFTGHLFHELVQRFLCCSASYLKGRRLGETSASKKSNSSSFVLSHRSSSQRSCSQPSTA
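Dosing: Single dose, 3.0 µM nominal final compound concentration | Material: Human OTR in CHO cells | Technique: Kinetic Fluo-8 calcium fluorescence | Benchmarks: EC15 oxytocin alone as 0%, 75 nM oxytocin as 100% | Probe or stimulus: Oxytocin at about EC15, sub-maximal agonist stimulus | Incubation: Compound 6 min at room temperature before oxytocin, 100 s read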
The depositor's hits bear a star. Compounds were not picked by outcome. About 3.3% of those tested had a hit in this group.

For CC(C)Oc1cccc(-c2cc(C(=O)N3CCN(c4ncccn4)CC3)c3ccccc3n2)c1 the results were M1 ag 6, CHO-K1 Ca ag 4.8, TAAR1 antag 52*, CHO parental Ca -3, M1 PAM parental 0, TAAR1 ag 33, CHO-K1 Ca antag 19, V1aR counter -0.6 and OXTR potentiator -3.
Screening O=C(O)CC1C(=O)NCCN1Cc1cccs1 (configuration not stated) returned M1 ag -4, CHO-K1 Ca ag 3.0, TAAR1 antag -9, CHO parental Ca 1, M1 PAM parental 10, TAAR1 ag 11, CHO-K1 Ca antag -4, V1aR counter 0.1 and OXTR potentiator -2.
For COc1ccc(NC(=O)CN2CCN(C(=O)C3CCCO3)CC2)c(OC)c1 (configuration not stated) the results were M1 ag 0, CHO-K1 Ca ag 0.2, TAAR1 antag -25, CHO parental Ca -16, M1 PAM parental -15, TAAR1 ag 1, CHO-K1 Ca antag 4, V1aR counter 0.3 and OXTR potentiator -6.
Screening COc1cc2c(cc1OC)C(C(=O)NC1CC1)C1c3ccccc3CCN1C2=O (configuration not stated) returned M1 ag 2, CHO-K1 Ca ag -0.4, TAAR1 antag -5, CHO parental Ca -9, M1 PAM parental 10, TAAR1 ag 1, CHO-K1 Ca antag 4, V1aR counter 0.1 and OXTR potentiator 3.
Screening N#C/C(=C\C=C\c1ccccc1[N+](=O)[O-])C(=O)NC1CCCCC1 returned M1 ag -4, CHO-K1 Ca ag 0.3, CHO parental Ca -23, M1 PAM parental 15, CHO-K1 Ca antag -2, V1aR counter -1.6 and OXTR potentiator -9.
Clc1ccc(-n2ncc3c(NCCN4CCOCC4)ncnc32)cc1 was read as M1 ag -5, CHO-K1 Ca ag 2.0, TAAR1 antag 3, CHO parental Ca 14, M1 PAM parental 22, TAAR1 ag 3, CHO-K1 Ca antag -9, V1aR counter 3.8 and OXTR potentiator -13.
For CCOCCCNC(=O)C1CCCN(S(=O)(=O)c2ccc(-n3cnnn3)cc2)C1 (configuration not stated) the results were M1 ag -2, CHO-K1 Ca ag 0.1, TAAR1 antag -11, CHO parental Ca -8, M1 PAM parental -1, TAAR1 ag 2, CHO-K1 Ca antag -11, V1aR counter -0.1 and OXTR potentiator 6.
O=C(c1ccc2c(c1)OCO2)N1CCCc2ccccc21 was read as M1 ag -4, CHO-K1 Ca ag 0.6, TAAR1 antag -11, CHO parental Ca -24, M1 PAM parental 12, TAAR1 ag 16, CHO-K1 Ca antag -4, V1aR counter -0.2 and OXTR potentiator -13.
For CCCS(=O)(=O)N1CCN(C(=O)c2cccnc2)CC1 the results were M1 ag -3, CHO-K1 Ca ag 0.4, TAAR1 antag 7, CHO parental Ca 6, M1 PAM parental 14, TAAR1 ag 7, CHO-K1 Ca antag -11, V1aR counter -1.6 and OXTR potentiator -7.
`COCCNC(=O)Cn1cnc([N+](=O)[O-])n1` gave M1 ag 0, CHO-K1 Ca ag -0.3, TAAR1 antag 12, CHO parental Ca -11, M1 PAM parental 5, TAAR1 ag 3, CHO-K1 Ca antag -1, V1aR counter 0.3 and OXTR potentiator -7.
`Cc1cc(SCC(=O)N(C)CC(=O)Nc2ccc(F)cc2)nc2ccccc12` gave M1 ag -5, CHO-K1 Ca ag 0.8, TAAR1 antag -3, CHO parental Ca -14, M1 PAM parental -9, TAAR1 ag 5, CHO-K1 Ca antag 10, V1aR counter 1.5 and OXTR potentiator -6.
Screening O=C1C=C(NC(=O)Nc2ccc(Cl)c(Cl)c2)CCC1 returned M1 ag 1, CHO-K1 Ca ag 7.1, TAAR1 antag 7, CHO parental Ca 26, M1 PAM parental -2, TAAR1 ag 29, CHO-K1 Ca antag 30*, V1aR counter 10 and OXTR potentiator -28.
CCN(C(=O)COC(=O)Cn1c(C)csc1=O)c1c(N)n(Cc2ccccc2)c(=O)[nH]c1=O was read as M1 ag 1, CHO-K1 Ca ag 0.1, TAAR1 antag -20, CHO parental Ca -2, M1 PAM parental 6, TAAR1 ag 2, CHO-K1 Ca antag -7, V1aR counter 0.3 and OXTR potentiator -4.
`CCN(C(=O)CSc1nnc(NC2CCCCC2)s1)C1CCS(=O)(=O)C1` (configuration not stated) gave M1 ag -9, CHO-K1 Ca ag 0.0, TAAR1 antag 14, CHO parental Ca -10, M1 PAM parental 15, TAAR1 ag 10, CHO-K1 Ca antag -8, V1aR counter 0.1 and OXTR potentiator 2.
Screening CC(C)OC(=O)C1Cc2ccccc2CN1S(=O)(=O)c1cccs1 (configuration not stated) returned M1 ag -5, CHO-K1 Ca ag -0.1, TAAR1 antag -11, CHO parental Ca -14, M1 PAM parental -6, TAAR1 ag -5, CHO-K1 Ca antag -9, V1aR counter 0.1 and OXTR potentiator 0.
COc1ccc(C2(SCC(N)C(=O)O)c3ccccc3-c3ccccc32)cc1 (configuration not stated) was read as M1 ag -5, CHO-K1 Ca ag -0.1, TAAR1 antag -20, M1 PAM parental 6, TAAR1 ag 6 and CHO-K1 Ca antag -25.
`Cc1cc(NC(=O)COC(=O)C2CCN(S(=O)(=O)c3c(Cl)cccc3Cl)CC2)no1` gave M1 ag -4, CHO-K1 Ca ag 2.5, TAAR1 antag 15, CHO parental Ca 5, M1 PAM parental 15, TAAR1 ag 4, CHO-K1 Ca antag -2, V1aR counter 3.8 and OXTR potentiator -4.
`O=S(=O)(NCCSc1nnc(-c2ccco2)n1-c1ccccc1)c1ccccc1` gave M1 ag -2, CHO-K1 Ca ag 0.6, TAAR1 antag -7, CHO parental Ca -17, M1 PAM parental 14, TAAR1 ag 7, CHO-K1 Ca antag -7, V1aR counter 1.0 and OXTR potentiator -11.
O=C(Cn1c(=O)c2cccn2c2cccnc21)NCCCN1CCN(c2ccc(F)cc2)CC1 was read as M1 ag -5, CHO-K1 Ca ag 1.4, TAAR1 antag -3, CHO parental Ca -18, M1 PAM parental -3, TAAR1 ag -1, CHO-K1 Ca antag -11, V1aR counter 1.1 and OXTR potentiator 3.
For CC(=O)Nc1ccc(C(=O)OCC(=O)c2ccc(S(=O)(=O)N3CCCCC3)cc2)cc1 the results were M1 ag 0, CHO-K1 Ca ag 0.6, TAAR1 antag 4, CHO parental Ca 0, M1 PAM parental 4, TAAR1 ag 8, CHO-K1 Ca antag 14, V1aR counter 4.2 and OXTR potentiator -6.
Screening Cc1onc(-c2ccccc2)c1-c1nnc(-c2ccccc2C(F)(F)F)o1 returned M1 ag -5, CHO-K1 Ca ag 0.6, TAAR1 antag 13, CHO parental Ca -24, M1 PAM parental 21, TAAR1 ag 0, CHO-K1 Ca antag -14, V1aR counter -0.2 and OXTR potentiator 1.
For Cc1ccc(CNC(=O)CCNS(=O)(=O)c2ccc(C)cc2)cc1 the results were M1 ag -3, CHO-K1 Ca ag -0.4, TAAR1 antag -10, CHO parental Ca -1, M1 PAM parental -2, TAAR1 ag 4, CHO-K1 Ca antag 12, V1aR counter 0.5 and OXTR potentiator -15.
CS(=O)(=O)N1CCN(c2ccc([N+](=O)[O-])cc2F)CC1 was read as M1 ag -10, CHO-K1 Ca ag 0.8, TAAR1 antag 12, CHO parental Ca -14, M1 PAM parental 13, TAAR1 ag 4, CHO-K1 Ca antag 6, V1aR counter 1.1 and OXTR potentiator -5.
`O=[N+]([O-])c1cc(C(F)(F)F)ccc1Sc1ccc2ccccc2n1` gave M1 ag -5, CHO-K1 Ca ag -0.1, TAAR1 antag 30, CHO parental Ca -15, M1 PAM parental 6, TAAR1 ag 0, CHO-K1 Ca antag -10, V1aR counter 0.2 and OXTR potentiator -7.

Grouped by structure, those above containing a thiophene ring, fused or not.
Screening O=C(O)CC1C(=O)NCCN1Cc1cccs1 (configuration not stated) returned M1 ag -4, CHO-K1 Ca ag 3.0, TAAR1 antag -9, CHO parental Ca 1, M1 PAM parental 10, TAAR1 ag 11, CHO-K1 Ca antag -4, V1aR counter 0.1 and OXTR potentiator -2.
Screening CC(C)OC(=O)C1Cc2ccccc2CN1S(=O)(=O)c1cccs1 (configuration not stated) returned M1 ag -5, CHO-K1 Ca ag -0.1, TAAR1 antag -11, CHO parental Ca -14, M1 PAM parental -6, TAAR1 ag -5, CHO-K1 Ca antag -9, V1aR counter 0.1 and OXTR potentiator 0.

Later entries:
For O=S(=O)(Nc1cccc(Cl)c1)c1ccc2oc(=S)[nH]c2c1 the results were M1 ag -4, CHO-K1 Ca ag 0.2, TAAR1 antag 21, CHO parental Ca -13, M1 PAM parental 14, TAAR1 ag -1, CHO-K1 Ca antag 2, V1aR counter 0.6 and OXTR potentiator 2.
O=C(c1ccccc1)c1cc(F)c(N2CCOCC2)cc1Cl was read as M1 ag -1, CHO-K1 Ca ag 3.0, TAAR1 antag 13, CHO parental Ca -7, M1 PAM parental 21, TAAR1 ag 0, CHO-K1 Ca antag -4, V1aR counter 2.2 and OXTR potentiator -24.
For COc1ccc(/C=C/C2=NNC(=O)CC2)cc1 the results were M1 ag -7, CHO-K1 Ca ag -0.2, TAAR1 antag -7, CHO parental Ca -9, M1 PAM parental 19, TAAR1 ag 2, CHO-K1 Ca antag -9, V1aR counter -0.3 and OXTR potentiator -6.
`CSCC[C@H](NC(=O)CC(C)(C)C)c1nc2ccccc2[nH]1` gave M1 ag 3, CHO-K1 Ca ag -0.1, TAAR1 antag 3, CHO parental Ca -9, M1 PAM parental -4, TAAR1 ag 3, CHO-K1 Ca antag -27, V1aR counter 0.1 and OXTR potentiator 1.
`Cc1cc(-c2ccc(F)cc2)n2ncc(-c3ccccc3)c2n1` gave M1 ag 0, CHO-K1 Ca ag 0.0, TAAR1 antag -4, M1 PAM parental 7, TAAR1 ag 1 and CHO-K1 Ca antag -3.
O=C1CSc2ccc(C(=O)O)cc2N1 was read as M1 ag -6, CHO-K1 Ca ag 0.0, TAAR1 antag 1, CHO parental Ca 4, M1 PAM parental 7, TAAR1 ag -1, CHO-K1 Ca antag 6, V1aR counter -0.6 and OXTR potentiator -9.
For CCOc1ccc(N(CC(=O)Nc2ccccc2Cl)S(C)(=O)=O)cc1 the results were M1 ag -2, CHO-K1 Ca ag 2.9, TAAR1 antag 23, CHO parental Ca -9, M1 PAM parental 23, TAAR1 ag -2, CHO-K1 Ca antag -11, V1aR counter 2.1 and OXTR potentiator -1.
CC1(C)Cc2c(sc3ncn4nc(-c5ccco5)nc4c23)CO1 was read as M1 ag -3, CHO-K1 Ca ag 0.3, TAAR1 antag -19, CHO parental Ca -5, M1 PAM parental 4, TAAR1 ag -1, CHO-K1 Ca antag 2, V1aR counter -0.2 and OXTR potentiator 3.
